STK33 kin inh – blocks human STK33 kinase activity | Q9BYT3 | ADP-Glo luminescence, MBP substrate | inhibition, % at 12.5 µM | 27,000 compounds, 0.44% hits; in the data active = inhibition above about 20%
Target sequence (Q9BYT3 whole entry, looked up): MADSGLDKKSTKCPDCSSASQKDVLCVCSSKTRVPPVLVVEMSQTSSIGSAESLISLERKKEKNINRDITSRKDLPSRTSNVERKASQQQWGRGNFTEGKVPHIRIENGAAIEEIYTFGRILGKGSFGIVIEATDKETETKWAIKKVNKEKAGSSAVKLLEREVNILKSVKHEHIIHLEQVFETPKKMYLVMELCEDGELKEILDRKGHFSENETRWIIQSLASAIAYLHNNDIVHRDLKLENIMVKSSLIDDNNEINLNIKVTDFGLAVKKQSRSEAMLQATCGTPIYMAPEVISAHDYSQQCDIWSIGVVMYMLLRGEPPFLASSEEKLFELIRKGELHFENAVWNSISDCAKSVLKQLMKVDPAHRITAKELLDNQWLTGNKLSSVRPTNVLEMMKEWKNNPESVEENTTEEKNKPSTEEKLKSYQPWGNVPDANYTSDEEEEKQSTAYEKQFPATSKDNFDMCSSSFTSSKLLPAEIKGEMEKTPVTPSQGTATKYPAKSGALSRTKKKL
p53 PUMA act – re-activators of the mutant p53 pathway; 28,000 compounds, 1.5% hits; activation, % at 9.98 µM; AID 624151; SW480 PUMA-promoter luciferase, p53 mutant reactivation; in the data active = activation above about 52%
* hit, by the source's call; . = no result given; & = joins results of further samples. The list is partial. The share of hits here may be higher or lower than overall.

SMILES | STK33 kin inh | p53 PUMA act
CNC[C@H]1Oc2ccc(NC(=O)C3CCCCC3)cc2C(=O)N([C@@H](C)CO)C[C@@H]1C | -3.6 | .
COc1cc([N+](=O)[O-])ccc1NC(=S)NCc1ccco1 | -0.6 | 0.0
O=S(=O)(c1ccc(Cl)cc1)N1CCN(C(=S)NCc2ccco2)CC1 | 0.2 | -15.2
C[C@H]1CN([C@@H](C)CO)C(=O)CCCn2nncc2CO[C@@H]1CN(C)C(=O)c1ccc(N2CCN(C)CC2)cc1 | -4.7 | .
Cc1ccnc(NS(=O)(=O)c2cc([N+](=O)[O-])ccc2C)c1 | -7.7 | -19.7
COc1ccc(NC(=O)Nc2ccc3c(c2)C(=O)N([C@H](C)CO)C[C@H](C)[C@@H](CN(C)Cc2ccc4c(c2)OCO4)OCCCC[C@@H](C)O3)cc1 | -3.1 | .
COc1ccc(NC(=O)Nc2ccc3c(c2)CC(=O)N([C@@H](C)CO)C[C@H](C)[C@@H](CN(C)CC2CCCCC2)O3)cc1 | -0.2 | .
COc1ccc(Cl)c(Cn2c(NCC3CCCO3)nc3c2c(=O)n(C)c(=O)n3C)c1 (configuration not stated) | -3.7 | 22.5
C[C@@H]1CN([C@H](C)CO)C(=O)c2cc(NS(=O)(=O)c3cccs3)ccc2O[C@@H](C)CCCCO[C@H]1CN(C)Cc1ccccc1 | . | -4.8
O=C1C(=O)C(C2CCC(c3ccc(Cl)cc3)CC2)C(=O)c2ccccc21 (configuration not stated) | 3.5&-1.2 | -4.3

Reformatted as labelled records: entries from further up
mol: C[C@H]1CN([C@@H](C)CO)C(=O)CCCn2nncc2CO[C@@H]1CN(C)C(=O)c1ccc(N2CCN(C)CC2)cc1
  STK33 kin inh: -4.7
  p53 PUMA act: .
mol: COc1cc([N+](=O)[O-])ccc1NC(=S)NCc1ccco1
  STK33 kin inh: -0.6
  p53 PUMA act: 0.0
mol: O=S(=O)(c1ccc(Cl)cc1)N1CCN(C(=S)NCc2ccco2)CC1
  STK33 kin inh: 0.2
  p53 PUMA act: -15.2
mol: Cc1ccnc(NS(=O)(=O)c2cc([N+](=O)[O-])ccc2C)c1
  STK33 kin inh: -7.7
  p53 PUMA act: -19.7

Further records:
SMILES | STK33 kin inh | p53 PUMA act
CC1(C)Cc2ccccc2-c2nc(NCCCO)n(-c3ccccc3)c(=O)c21 | 1.2 | -1.5
COc1ccc(NC(=O)c2ccccc2OCC(=O)Nc2ccccc2C(F)(F)F)c(C)c1 | -3.3 | -8.8
C[C@H]1CN([C@@H](C)CO)C(=O)c2cc(N(C)C)ccc2O[C@H]1CN(C)S(=O)(=O)c1ccccc1 | . | 3.0
COC(=O)c1c(NC(=O)CC2Sc3ccccc3NC2=O)sc(C)c1C (configuration not stated) | 0.9 | -1.2
COc1ccccc1-c1cc(C(F)(F)F)nc(S(=O)(=O)CCCC(=O)N2CCOCC2)n1 | -0.4 | -52.7
COc1ccc(C(=O)CSc2nc(C)cc(=O)[nH]2)cc1C | -3.8 | -7.6
Cc1ccc(S(=O)(=O)Nc2ccc3c(c2)CC(=O)N([C@@H](C)CO)C[C@@H](C)[C@@H](CN(C)S(C)(=O)=O)O3)cc1 | 0.9 | .
C[C@H](CO)N1C[C@H](C)[C@H](CN(C)C)OCCCC[C@H](C)Oc2ccc(NS(=O)(=O)c3cn(C)cn3)cc2C1=O | . | 19.1
C[C@@H]1CN([C@@H](C)CO)C(=O)Cc2cc(NS(=O)(=O)c3cn(C)cn3)ccc2O[C@@H]1CN(C)C | 1.1 | .
CN(C)CCNc1nc2c(c(=O)n(C)c(=O)n2C)n1Cc1c(F)cccc1Cl | 0.9 | -5.0
CCCN(C)C[C@@H]1OCCCC[C@@H](C)Oc2ccc(NS(=O)(=O)c3ccccc3)cc2C(=O)N([C@H](C)CO)C[C@@H]1C | 0.5 | .
Cc1ccc(NC(=O)COc2ccc3cc(-c4ccc(Cl)cc4)c(=O)oc3c2)cc1 | 5.2 | -21.0
C[C@@H]1CN([C@H](C)CO)S(=O)(=O)c2ccc(C3=CCCCC3)cc2O[C@H]1CN(C)S(=O)(=O)c1ccc(F)cc1 | . | -33.7
Cc1ccc(-c2cc(C(F)(F)F)n3nc(C(=O)NCc4cc(C)n(C)n4)cc3n2)cc1C | -5.2 | 23.0
CN1CCCN(C(c2ccccc2)c2ccc(Cl)cc2)CC1 (configuration not stated) | 1.9 | 3.7
CNC[C@@H]1OCCCC[C@@H](C)Oc2ccc(NS(=O)(=O)c3ccc(OC)cc3)cc2C(=O)N([C@H](C)CO)C[C@@H]1C | 3.4 | 11.7
Cc1noc(C)c1S(=O)(=O)Nc1ccc2c(c1)CC(=O)N([C@@H](C)CO)C[C@H](C)[C@H](CN(C)Cc1ccncc1)O2 | 1.1 | .
Cc1ccc(N(C(C)C(=O)Nc2c(C)cccc2C)S(C)(=O)=O)cc1 (configuration not stated) | -5.2 | 3.4
CS(=O)(=O)N(CC(=O)Nc1ccc(Br)c(Cl)c1)c1cccc([N+](=O)[O-])c1 | -2.2 | -15.8
C=C1C(=O)O[C@H]2C3=C(C)CCC[C@]3(C)C(=O)C[C@@H]12 | 1.4 | .
O=C(c1ccco1)n1nc(-c2ccccc2)nc1NCc1ccco1 | 3.9 | 33.4
Cc1ccc(NC(=O)COc2ccc(C(=O)Nc3ccc(Cl)cc3)cc2)cc1 | 6.5 | -8.4
C[C@@H]1CN([C@@H](C)CO)C(=O)c2cccc(NS(C)(=O)=O)c2O[C@@H]1CN(C)Cc1ccc2c(c1)OCO2 | . | 1.9
NC(=O)CSc1nnc(-c2ccncc2)n1-c1ccc(Br)cc1 | 2.9 | -8.3
O=C(NCc1ccc(F)cc1)[C@H]1C[C@H]2C(=O)N3CCC[C@H]3C(=O)N2[C@H]1c1ccc(O)cc1 | -1.8 | .
Cn1c(NCc2c(O)ccc3ccccc23)nc2ccccc21 | 1.4 | -2.0
C[C@H](CO)N1C[C@H](C)[C@@H](CN(C)S(=O)(=O)c2cn(C)cn2)Oc2ccc(NC(=O)NC3CCCCC3)cc2C1=O | . | 1.8
C[C@@H]1CN([C@H](C)CO)C(=O)c2cc(NC(=O)Cc3ccccc3)ccc2O[C@@H](C)CCCCO[C@@H]1CN(C)C(=O)CCC(F)(F)F | . | -7.6
CCc1ccc(NC(=O)CSc2ncnc3sc4c(c23)CCC(C)C4)cc1 (configuration not stated) | 2.5 | -2.5
CC(C)CC#Cc1cnc2c(c1)C(=O)N([C@H](C)CO)C[C@H](C)[C@@H](CN(C)C(=O)Cc1ccccc1)O2 | . | -15.3
Cc1nnc(SCc2ccc(CSc3nnc(C)c(=O)[nH]3)cc2)[nH]c1=O | -3.4 | -1.0
O=C(CSc1nc(-c2ccccc2)cc(C(F)(F)F)n1)Nc1ccc2c(c1)CCC2 | -6.2 | -5.2
Cc1ccc(S(=O)(=O)N(C)Cc2nc(-c3ccc(Br)cc3)no2)cc1 | -2.4 | .
C[C@@H]1CN([C@H](C)CO)C(=O)c2cccc(NC(=O)NC3CCCCC3)c2O[C@@H]1CN(C)C | . | 2.0
C[C@@H]1CN([C@H](C)CO)C(=O)Cc2cc(NC(=O)Nc3ccc(C(F)(F)F)cc3)ccc2O[C@@H]1CN(C)S(=O)(=O)c1ccc(F)cc1 | 4.1 | .
O=C(NCc1ccccn1)c1cc2nc(-c3ccccc3)cc(-c3ccccc3)n2n1 | 3.7 | 4.8
O=C(Oc1ccc([C@@H]2Oc3cc(O)cc(O)c3C[C@H]2O)cc1O)c1cc(O)c(O)c(O)c1 | 10.0 | -4.1
N/C(=N/C(=O)N1CCOCC1)c1ccccc1 | -0.2 | .
COC(=O)c1ccccc1NC(=O)c1cccc(NC(=O)CSc2ccccc2)c1C | -1.7 | -9.5
C[C@H]1CCCCO[C@@H](CN(C)C(=O)Nc2ccccc2)[C@@H](C)CN([C@@H](C)CO)C(=O)c2cc(NC(=O)CCC(F)(F)F)ccc2O1 | . | -1.4
C[C@H]1CCCCO[C@H](CN(C)C(=O)Nc2ccccc2)[C@@H](C)CN([C@@H](C)CO)C(=O)c2cc(NC(=O)c3ccccc3)ccc2O1 | . | -12.2
CCCC#Cc1cnc2c(c1)C(=O)N([C@@H](C)CO)C[C@H](C)[C@H](CN(C)C(=O)c1cnccn1)O2 | . | 3.5
COCCOC(=O)N1C(=O)[C@@]2(c3cc(C#Cc4ccc(OC)cc4)ccc31)[C@H](C(N)=O)[C@H]1C(=O)O[C@H](c3ccccc3)[C@H](c3ccccc3)N1[C@@H]2c1ccc(OCCO)cc1 | 5.1 | .
C[C@@H]1CCCCO[C@@H](CN(C)S(=O)(=O)c2ccc(F)cc2)[C@@H](C)CN([C@H](C)CO)C(=O)c2cc(NS(=O)(=O)c3cn(C)cn3)ccc2O1 | -1.4 | 0.4
COc1ccc(C)cc1NC(=O)C1CCCN(S(=O)(=O)c2ccc(C)cc2)C1 (configuration not stated) | 1.0 | 26.3
CC(C)NC(=O)Nc1ccc2c(c1)C(=O)N([C@@H](C)CO)C[C@@H](C)[C@@H](CN(C)Cc1ccc(C(=O)O)cc1)OCCCC[C@@H](C)O2 | . | 8.7
COc1ccc(C2CC(=O)c3c(O)cc(O[C@@H]4O[C@H](CO[C@@H]5O[C@@H](C)[C@H](O)[C@@H](O)[C@H]5O)[C@@H](O)[C@H](O)[C@H]4O)cc3O2)cc1 (some centres not stated) | 1.2 | 6.9
C[C@@H]1CN([C@@H](C)CO)C(=O)c2cccc(NC(=O)c3ccncc3)c2O[C@H]1CN(C)Cc1ccc(C(F)(F)F)cc1 | . | 0.1
C[C@@H]1CN([C@H](C)CO)C(=O)CCCn2cc(nn2)CO[C@H]1CN(C)C(=O)C1CC1 | 2.8 | -2.2
C[C@H]1CN([C@@H](C)CO)C(=O)CCCn2nncc2CO[C@H]1CN(C)S(=O)(=O)c1ccc(C#N)cc1 | 3.0 | .

More entries follow.
SMILES | STK33 kin inh | p53 PUMA act
C[C@@H]1CCCCO[C@@H](CN(C)C(=O)Nc2cccc3ccccc23)[C@@H](C)CN([C@H](C)CO)C(=O)c2cc(NC(=O)NC3CCCCC3)ccc2O1 | 3.7 | .
C[C@@H]1CCCCO[C@H](CN(C)S(=O)(=O)c2cn(C)cn2)[C@@H](C)CN([C@H](C)CO)C(=O)c2cc(NC(=O)c3ccncc3)ccc2O1 | -4.2 | .
O=C1N(Cc2ccccc2)Cc2ccccc2[C@H]2OC(c3ccc(OCCCO)cc3)=N[C@@]12Cc1ccccc1 | 2.4 | .
C[C@H](CO)N1C[C@H](C)[C@H](CN(C)C(=O)Nc2cccc3ccccc23)Oc2ccc(NC(=O)Cc3ccccc3)cc2CC1=O | 2.6 | .
COc1ccc(S(=O)(=O)N(C)CC(=O)Nc2ccc(Br)cc2F)cc1OC | 2.4 | -10.3
C[C@H]1CN([C@@H](C)CO)C(=O)CCCn2nncc2CO[C@@H]1CN(C)Cc1cccc(O)c1 | -5.3 | .
CN(CC(=O)Nc1ccncc1)S(=O)(=O)c1ccccc1 | -0.9 | 0.6
COc1ccc(S(=O)(=O)N(C)CC(=O)Nc2ccc(Br)cc2F)cc1 | 2.4 | -14.9
Cc1ccc(S(=O)(=O)N(C)C[C@@H]2OCCCC[C@@H](C)Oc3ccc(NC(=O)CCC(F)(F)F)cc3C(=O)N([C@H](C)CO)C[C@@H]2C)cc1 | -4.3 | .
C[C@H]1CN([C@@H](C)CO)C(=O)Cc2cc(NC(=O)Cc3ccccc3)ccc2O[C@H]1CN(C)Cc1ccc(Cl)c(Cl)c1 | 2.8 | .
C[C@H](CO)N1C[C@H](C)[C@@H](CN(C)C(=O)Nc2cccc3ccccc23)Oc2c(NS(=O)(=O)c3cccs3)cccc2C1=O | . | -9.6
CC(C)NC(=O)Nc1ccc2c(c1)CC(=O)N([C@@H](C)CO)C[C@H](C)[C@H](CN(C)S(=O)(=O)c1ccccc1)O2 | -0.6 | .
COc1ccc(OC(=O)N(C)C[C@@H]2OCc3cn(nn3)CCCC(=O)N([C@H](C)CO)C[C@H]2C)cc1 | 2.2 | .
CC(OC1OC(CO)C(O)C(O)C1O)C1C(O)CC2C3CCC4=CC(=O)CCC4(C)C3CCC21C (configuration not stated) | -11.1 | 2.7
O=C(CCCN1C(=O)c2cccc3cccc(c23)C1=O)N1CCN(c2ncccn2)CC1 | 6.1 | 44.3
O=c1c(O)c(-c2ccccc2)oc2cc(O)cc(O)c12 | 0.7 | 46.9
COc1cc([C@@H]2c3cc4c(cc3C(OC3O[C@@H]5COC(C)O[C@H]5[C@H](O)[C@H]3O)C3COC(=O)[C@@H]32)OCO4)cc(OC)c1O (some centres not stated) | 1.0 | .
C[C@@H]1CCCCO[C@@H](CN(C)C(=O)Nc2ccccc2)[C@H](C)CN([C@@H](C)CO)C(=O)c2cc(NC(=O)Cc3ccccc3)ccc2O1 | . | -5.0
COc1ccc(NC(=O)Nc2ccc3c(c2)C(=O)N([C@@H](C)CO)C[C@H](C)[C@@H](CN(C)Cc2ccc(C(=O)O)cc2)O3)cc1 | 5.8 | 1.4
CCOC(=O)c1cccc(NC(=O)CSc2nc3ccccc3[nH]2)c1 | 4.0 | -17.9
CC(C)NC(=O)N(C)C[C@@H]1Oc2ccc(NS(=O)(=O)c3ccc(Cl)cc3)cc2C(=O)N([C@H](C)CO)C[C@@H]1C | 0.1 | .
C[C@@H]1O[C@@H](OC[C@H]2O[C@@H](OCc3ccccc3)[C@H](O)[C@@H](O)[C@@H]2O)[C@H](O)[C@H](O)[C@H]1O | 1.6 | 5.8
CC(C)NC(=O)N(C)C[C@H]1OCCCC[C@H](C)Oc2ccc(NS(C)(=O)=O)cc2C(=O)N([C@@H](C)CO)C[C@@H]1C | . | 1.7
C[C@H]1CN([C@@H](C)CO)C(=O)Cc2cc(NC(=O)c3ccncc3)ccc2O[C@H]1CN(C)C(=O)NC1CCCCC1 | 1.5 | 14.7

Compound activity: PubChem BioAssay, Broad Institute
